RAD54 branch: blocks human RAD54 Holliday junction branch migration; inhibition, % at 10.4 µM; 360,000 tested, 0.14% active; FAM/BHQ fluorescence; Q92698;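 active = mean normalized replicate activity at least 40 and at least half of replicates scoring 40 or more; inconclusive = only one of the two criteria met; inactive = mean below 40 and under half of replicates reaching 40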;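 note: 0% = median of neutral control wells and 100% = median of positive control wells; inhibitors cause a drop in the FAM fluorescence signal; in these data hits start at about 50%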
ERp5 inh: inhibitors of human ERp5; ERp5 insulin aggregation, absorbance 650 nm, 90 min; inhibition, % at 9.99 µM; 350,000 tested, 0.05% active; AID 651711;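 active = mean replicate inhibition above about 25%, with every replicate also reaching it, limit read from the data, passing the limit was not always enough; inconclusive = only one of those two criteria met; inactive = neither criterion met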
Target sequence (Q15084 whole entry, looked up): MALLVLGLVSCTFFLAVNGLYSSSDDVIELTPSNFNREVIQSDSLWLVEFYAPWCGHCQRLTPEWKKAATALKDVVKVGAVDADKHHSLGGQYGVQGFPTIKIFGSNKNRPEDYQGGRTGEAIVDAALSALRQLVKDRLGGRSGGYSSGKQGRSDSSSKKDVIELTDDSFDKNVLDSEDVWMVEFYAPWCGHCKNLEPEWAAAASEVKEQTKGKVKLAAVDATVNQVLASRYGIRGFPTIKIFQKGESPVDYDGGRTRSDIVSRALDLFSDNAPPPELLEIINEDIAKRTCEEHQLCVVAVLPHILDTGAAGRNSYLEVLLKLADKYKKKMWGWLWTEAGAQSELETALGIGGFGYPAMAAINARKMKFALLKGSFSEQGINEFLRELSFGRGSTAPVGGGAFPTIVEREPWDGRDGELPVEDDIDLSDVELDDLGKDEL
esBAF inh: inhibitors of esBAF chromatin remodeling in mouse ES cells. reporter increase, % at 12.5 µM. AID 602393. 350,000 tested, 2% active. Bmi1-luciferase knock-in reporter, 24 h; 100% = twice the neutral-well signal; in the data active = activation above about 40%; inconclusive = no clear call, values can overlap the other calls;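 note: 0% = median of the plate's neutral control wells and 100% = double that signal; a rise in the Bmi1 reporter signal indicates esBAF inhibition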
Xi reactivation: X-chromosome reactivation activator | 360,000 tested, 0.055% active | activation, % at 7.58 µM | XiGFP mouse fibroblasts, % GFP-positive cells imaging, 3 d; cells co-treated with 5-aza-dC sensitizer; scaled so ellipticine positive control = 100%;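 active = mean normalized replicate activation at least 10% and every replicate at or above 10%; inconclusive = only one of the two criteria met; inactive = mean below 10% and not all replicates reach 10%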;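 note: 0% = median of on-plate neutral control wells and 100% = ellipticine 6 µM median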
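System: SV40-immortalized XiGFP fibroblast cells, line 68-5-11 / Incubation: 3-day compound exposure, then 15 min fixation at room temperature / Compound: single concentration per compound, delivered by pin transfer / Buffer or medium: DMEM plus 5-aza-dC sensitizer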
E-selectin induc: E-selectin induction on HUVECs; P16581; HUVEC E-selectin immunofluorescence imaging; normalized: neutral wells 0, TNF-alpha wells 100; activation, % at 7.58 µM; 260,000 tested, 0.37% active; AID 686992;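 active = mean E-selectin-positive cell signal at least 10% of the positive control, reached in at least 60% of replicates, without over 20% cell loss; inconclusive = no rule given, readout overlaps actives, possibly toxicity-flagged; inactive = the rest, including those meeting only one limit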;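 note: in these data hits start at about 27%; measured in HUVEC primary endothelial cells; signal is the percent of cells scored E-selectin positive by PE staining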
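Read-out: % PE-positive cells | Test system: HUVEC | Doses: One compound dose added by pin transfer | Buffer or medium: EGM-2 over gelatin coat | Signal: Immunofluorescence imaging | Benchmarks: TNF-alpha, DMSO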
S100A4 MyoIIA: inhibitors of human S100A4 binding to myosin IIA peptide; inhibition, % at 10.7 µM; S100A4/TAMRA-MyoIIA peptide fluorescence polarization; AID 652163; P26447; 360,000 tested, 0.14% active;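 active = mean inhibition of at least 70% across replicates, with every replicate also reaching that level; inconclusive = mean inhibition reaches 70% but some replicates fall short; inactive = mean inhibition below 70%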
Target sequence (P26447 whole entry, looked up): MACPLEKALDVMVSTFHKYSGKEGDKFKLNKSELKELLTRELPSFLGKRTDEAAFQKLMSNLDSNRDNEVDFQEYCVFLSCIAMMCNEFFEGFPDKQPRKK
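incubation = readout 5 min after mixing, signal stable up to 60 min | system = S100A4 monomer protein | buffer or medium = HEPES pH 7.2 with CaCl2, KCl, NaCl, DTT, Triton | benchmarks = neutral control DMSO, positive control TFP | also added = fluorescent myosin IIA peptide, 5 nM | compound dosing = one concentration per compound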
RAD52 anneal inh: blocks human RAD52 DNA annealing | P43351 | recombinant RAD52 DNA annealing, FRET fluorescence | inhibition, % at 18.7 µM | 360,000 tested, 0.46% active;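 active = every replicate showing at least 50% inhibition; inconclusive = mean inhibition at least 50% but not in every replicate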
Target sequence (P43351 whole entry, looked up): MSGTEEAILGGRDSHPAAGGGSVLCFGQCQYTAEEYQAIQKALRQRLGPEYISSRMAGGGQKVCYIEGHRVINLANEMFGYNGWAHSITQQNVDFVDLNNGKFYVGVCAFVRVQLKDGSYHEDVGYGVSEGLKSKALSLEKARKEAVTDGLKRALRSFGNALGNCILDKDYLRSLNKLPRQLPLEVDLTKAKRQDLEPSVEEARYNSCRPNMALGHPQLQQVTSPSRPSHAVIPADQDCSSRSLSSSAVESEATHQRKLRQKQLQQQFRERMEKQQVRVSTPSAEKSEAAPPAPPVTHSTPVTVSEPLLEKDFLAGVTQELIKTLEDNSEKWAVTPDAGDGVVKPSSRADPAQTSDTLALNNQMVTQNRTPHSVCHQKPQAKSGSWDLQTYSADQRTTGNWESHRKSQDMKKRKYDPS
ERAP1 HTS inh: ERAP1 (human) enzyme inhibition; 340,000 tested, 0.15% active; inhibition, % at 10.7 µM; recombinant ERAP1, Leu-AMC fluorescence, 60 min; Q9NZ08;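 active = mean replicate inhibition of at least 30%, or all replicates individually reaching that 30% level; inactive = mean below 30% and not every replicate reaching it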;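 note: 0% = neutral control wells and 100% = L-leucinethiol positive control wells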
* = called active by the depositor; ? = inconclusive; . = not tested or not shown; & = joins results of further samples.

canonical_smiles,RAD54 branch,ERp5 inh,esBAF inh,Xi reactivation,E-selectin induc,S100A4 MyoIIA,RAD52 anneal inh,ERAP1 HTS inh
O=C(Nc1cccc(F)c1)N1C[C@@H]2[C@H](c3ccccc31)[C@@H](CO)N2C(=O)Cc1ccccc1,-6,-6,6,0.4,-0.3,5,16,-3
CCn1c2ccc(F)cc2c2nnc(SCCN3CCOCC3)nc21,13,2,-3,0.3,9.0,-10,7,2
CN(C)CC(=O)Nc1ccc2c(c1)[C@@H]1C[C@H](CC(=O)N3CCc4ccccc4C3)O[C@H](CO)[C@@H]1O2,-13,0,-7,-0.1,0.1,11,13,3
CO[C@@H]1CN(C)C(=O)c2ccc(NC(=O)c3ccccc3)cc2OC[C@H](C)N(C)C[C@H]1C,8,13,2,0.5,0.0,13,0,2
CCCn1c(C)cc(/C=C(\C#N)C(=O)OCC(=O)Nc2cccc(OC)c2)c1C,.,2,.,0.1,.,3,-52,2
O=C(NCC[C@@H]1CC[C@H](NC(=O)C2CC2)[C@H](CO)O1)Nc1ccc(C(F)(F)F)cc1,1,?,-2,0.0&0.5,-0.5,6,-9,-3
C[C@@H]1CCCCO[C@@H](CN(C)Cc2ccc(C(F)(F)F)cc2)[C@H](C)CN([C@H](C)CO)C(=O)c2cc(NC(=O)Nc3ccc(C(F)(F)F)cc3)ccc2O1,-4,.,-8,0.0,4.8,.,.,.
COc1ccc(-n2cc(-c3ccc(Cl)cc3)[nH]c2=S)cc1,.,1,.,-0.2,.,6,-3,2
Cc1ccc(NC(=O)CN2C(=O)NC(C)(CC(C)C)C2=O)cc1F (centres undefined),5,3,.,1.7,-0.1,-8,-2,0
CO[C@@H]1CN(C)C(=O)c2ccc(NC(C)=O)cc2OC[C@H](C)N(C(=O)Cc2ccccn2)C[C@H]1C,-5,9,-2,0.4,-0.2,3,-25,0
COc1ccc(NC(=O)N(C)C[C@@H]2Oc3ccc(NC(=O)Nc4ccc(C(F)(F)F)cc4)cc3C(=O)N([C@H](C)CO)C[C@@H]2C)cc1,-10,.,-2,-0.1,-0.2,.,.,.
COCC(=O)N[C@@H]1CC[C@H](CC(=O)NCc2ccc(Cl)cc2)O[C@@H]1CO,1,8,0,0.1,-0.5,15,-10,2
CCCNC(=O)/C=C/c1ccc(S(=O)(=O)Nc2ccccc2OC)cc1,-6,-1,-2,0.0,-5.5,6,-16,-1
C[C@@H]1CN([C@@H](C)CO)C(=O)c2cc(NC(=O)CCC(F)(F)F)ccc2O[C@@H](C)CCCCO[C@@H]1CN(C)S(=O)(=O)c1cccs1,-3,-1,-5,0.1,-0.3,-9,-37,6
O=C1NN(c2ccc(Br)cc2)C(=O)/C1=C\c1ccc(O)cc1O,2,3,-5,0.0,.,-6,-62,0
N#Cc1ccc(C(=O)Nc2nnc(-c3ccco3)o2)cc1,.,6,.,0.0,.,9,-23,0
Cc1ccccc1N1CCN(c2ncnc3scc(-c4cccs4)c23)CC1,1,-1,-7,.,.,0,-6,2
Cc1cc(C)c(C(=O)CSc2nnc(N)s2)c(C)c1,-2,-2,-7,0.1,.,-4,-28,1
O=C(NC1CCCC1)N1CCCCN2[C@H](CO)[C@@H](c3ccc(-c4cncnc4)cc3)[C@H]2C1,7,2,.,0.0,0.0,7,11,-2
COc1ccccc1C(=O)N/N=C/c1ccc(Cl)s1,.,5,.,0.1,.,-8,-11,5
Cc1noc(C)c1S(=O)(=O)N(C)C[C@H]1OCCCC[C@@H](C)Oc2ccc(NC(=O)Cc3ccccc3)cc2C(=O)N([C@H](C)CO)C[C@@H]1C,6,0,2,-0.1,0.0,3,-21,1
CCOC(=O)C1(C)C=C(Nc2ccc(O)cc2)C(=O)N1c1ccc(O)cc1 (centres undefined),3,5,-11,0.0,0.8,11,-17,3
COCC#Cc1ccc2c(c1)O[C@H](CN(C)Cc1ccc3c(c1)OCO3)[C@@H](C)CN([C@H](C)CO)S2(=O)=O,-1,8,-2,0.0,0.3,-14,-15,-2
COc1ccc(NC(=O)c2cnc(NS(=O)(=O)c3ccccc3)nc2)cc1,-2,4,-3,-0.1,.,-4,-14,0
CCOC(=O)C1=CN(Cc2ccco2)S(=O)(=O)N(C)C1c1ccc(C(F)(F)F)cc1 (centres undefined),-6,1,0,0.2,0.0,-11,-19,-4
C[C@H]1CN([C@@H](C)CO)C(=O)CCCn2cc(nn2)CO[C@@H]1CN(C)Cc1ccc(-c2ccccc2)cc1,-8,1,3,0.2,0.3,17,0,4
Cc1ccc(NC(=O)C(=O)NCc2ccco2)c(C)c1,-5,0,47*,0.0,.,-2,-6,-3
O=C(NCC[C@H]1CC[C@@H](NS(=O)(=O)c2cccc(F)c2)[C@H](CO)O1)C1CCC1,-2,-8,-2,-0.6,0.1,6,15,3
CO[C@H]1CN(C)C(=O)c2cc(NS(=O)(=O)c3ccc(Cl)cc3)ccc2OC[C@@H](C)NC[C@@H]1C,15,0,-1,0.0,-0.2,4,-13,-3
Nc1cc(OCc2ccccc2)ccc1OCc1ccccc1,-19,0,83*,0.1,0.1,-1,4,1
Cc1ccccc1-c1cnc2c(c1)C(=O)N([C@H](C)CO)C[C@@H](C)[C@H](CN(C)C(=O)CN(C)C)O2,-4,7,-1,-1.0,-0.1,8,-10,-3
COCC(=O)N1C[C@@H](C)[C@H](OC)CN(C)C(=O)c2ccc(NC(=O)c3ccccc3)cc2OC[C@@H]1C,2,-5,-2,-0.3,-0.1,-1,15,1
COC(=O)c1ccc(/C=N/NC(=O)CC(=O)NC2CCCCC2)cc1,0,-7,3,0.0,.,-2,-3,5
CN1CCN(C(=O)c2cccc(-c3ccc4nccn4c3)c2)CC1,8,0,-6,0.0,0.2,-5,-8,0
CO[C@@H]1CN(C)C(=O)c2ccc(NS(C)(=O)=O)cc2OC[C@@H](C)N(C)C[C@@H]1C,5,1,-4,0.6,0.0,43,-10,1
CCn1ncc(Br)c1C(=O)Nc1cc(C)on1,5,6,7,0.0,-0.2,-1,-8,-3
CCN[C@H]1CN(CCCOC)S(=O)(=O)c2sc(S(N)(=O)=O)cc21,-5,2,2,0.1,2.4,-4,-5,-1
COc1cccc(C(=O)NNS(=O)(=O)c2ccc(C)cc2)c1,0,1,-2,0.0,-0.2,-2,-10,1
CCNC(=O)C[C@H]1CC[C@@H](NC(=O)C2CC2)[C@@H](CO)O1,9,-3,1,0.1,0.5,-1,8,1
CC1(C(=O)Nc2ccccc2)CCN1C(=O)CCc1ccc(Cl)cc1Cl (centres undefined),-6,5,0,-0.1,-0.1,1,-6,1
O=C(c1cnccn1)N1CC[C@@H]2[C@H]1c1cc(C#Cc3cccnc3)ccc1N[C@@H]2CO,3,0,-3,0.2,0.6,4,3,2
COC(=O)c1ccc(NC(=O)CCN2C(=O)C3CC=CCC3C2=O)cc1 (centres undefined),10,2,-1,0.2,0.0,-7,-3,2
Cc1ccc(N(CC(=O)NC2CCCCC2)C(=O)CNC(=O)c2cccs2)cc1,-18,2,-6,0.1,.,1,3,1
CC1(C(=O)NS(=O)(=O)c2ccc3c(c2)CCO3)CCN1C(=O)C1(c2ccc(Cl)cc2)CC1 (centres undefined),-2,-2,7,0.0,.,-2,-12,0
Cc1ccc(S(=O)(=O)N2CCN(CC(=O)NC(=O)NCc3ccco3)CC2)cc1C,.,1,0,0.2,-0.1,1,-11,-1
Cc1cc(C)c2sc(N(CCN(C)C)C(=O)CCS(=O)(=O)c3ccccc3)nc2c1,6,3,-3,0.1,.,-10,-1,1
O=C(CSc1nnc(CNC(=O)c2ccco2)o1)Nc1ccccc1,.,4,-2,0.1,.,3,-17,5
CC(C)CC#Cc1ccc2c(c1)O[C@@H](CN(C)CC1CC1)[C@@H](C)CN([C@@H](C)CO)S2(=O)=O,-3,-4,-15,-0.9,0.4,-4,22,1
CN1CCN(C(=O)C[C@@H]2CC[C@H]3[C@@H](COC[C@@H](O)CN3C(=O)Nc3ccc(F)cc3)O2)CC1,6,-3,5,-0.1,0.5,-6,-6,1
Nc1ccccc1SCCS(=O)(=O)c1ccc(Cl)cc1,.,2,-11,0.0,0.2,-5,-14,-1

Other compounds
canonical_smiles,RAD54 branch,ERp5 inh,esBAF inh,Xi reactivation,E-selectin induc,S100A4 MyoIIA,RAD52 anneal inh,ERAP1 HTS inh
CC(C)C#Cc1cnc2c(c1)C(=O)N([C@H](C)CO)C[C@H](C)[C@H](CN(C)C(=O)c1ccccc1)O2,0,2,0,-0.8,0.0,-7,-2,-1
CCOC(=O)C1=C(C)NC(C)=C(C(=O)OCC)C1C(=O)OCC(=O)N(C)Cc1ccccc1,.,-2,-2,0.1,-1.4,-2,-26,1
CCCC#Cc1ccc2c(c1)O[C@H](CN(C)C(=O)Nc1ccccc1F)[C@@H](C)CN([C@H](C)CO)S2(=O)=O,-5,2,4,-1.0,0.1,4,10,0
CC(=O)c1c(NCCc2ccccc2)nc(=S)n(-c2ccccc2)c1C,.,1,.,0.2,5.0,3,58*,-1
O=C(c1ccc2oc(Cc3ccc(Cl)cc3)nc2c1)N1CC[C@H](O)C1,2,3,1,0.0,.,-1,3,-1
NC(=O)CC(NC(=O)Cc1cccc2ccccc12)c1ccc(NCCN2CCCCC2)c([N+](=O)[O-])c1 (centres undefined),2,4,7,0.9,0.0,7,4,.
CC(C)Oc1ccc(CNC(=O)c2ccc3c(c2)N(C)CCS3)cc1,-8,1,11,0.0,0.3,0,-19,-4
CC(C)C[C@H]1COCCS(=O)(=O)N1Cc1ccc(Cl)c(Cl)c1,-11,1,7,2.1,0.0,1,-15,.
CCCC(=O)Nc1ccc2c(c1)OC[C@@H](C)N(Cc1ccccc1OC)C[C@@H](C)[C@H](OC)CN(C)C2=O,0,0,3,0.0,-0.2,9,3,-2
